RNase H inhibition: RNase H inhibition, HIV 1 Gag Pol polyprotein, FRET biochemical assay, screening (AID 372). 0.77% of 100,000 active. inhibition, % at 10 µM, or IC50 in µM where a hit was titrated. HIV-1 RT RNase H, FRET RNA/DNA substrate fluorescence; higher % means a stronger effect; in the data active = inhibition above about 50%
Starred values were filed as active, the others as inactive. Not all compounds are listed (hit frequency here may not be typical).

> Cc1ccccc1C1(c2ccccc2C)CC1C(=O)Nc1cccc([N+](=O)[O-])c1 (configuration not stated)
- RNase H inhibition: 11.0%
> CCN(CC)CCCCCOc1ccc(C(C)(C)C)cc1
- RNase H inhibition: 1.0%
> Cc1ccc(C(=O)/C(=C\c2ccc(F)cc2)c2nc3ccccc3o2)cc1
- RNase H inhibition: 12.0%
> O=C(Nc1c(F)c(F)c(F)c(F)c1F)C1CCCO1 (configuration not stated)
- RNase H inhibition: 0.0%
> Cc1ccccc1OCCNc1cc(N2CCCC2)ccc1[N+](=O)[O-]
- RNase H inhibition: 18.0%
> O=C(O)CN1C(=O)/C(=C\c2cc([N+](=O)[O-])cc(Br)c2O)SC1=S
- RNase H inhibition: 18.0%
> Cc1cc(Nc2ccc(F)cc2)n2c(nc3ccccc32)c1C#N
- RNase H inhibition: 13.0%
> c1ccc(SCCc2ccncc2)cc1
- RNase H inhibition: 7.0%
> COc1ccc(CN2CCN(C(=O)c3cccc(F)c3)CC2)c(OC)c1OC
- RNase H inhibition: 7.0%
> Cc1ccc(NC(=O)Nc2cccc(Cl)c2)cc1F
- RNase H inhibition: 6.0%

5 compounds already listed, arranged by molar mass, largest number first.
> COc1ccc(CN2CCN(C(=O)c3cccc(F)c3)CC2)c(OC)c1OC
- RNase H inhibition: 7.0%
> Cc1ccccc1C1(c2ccccc2C)CC1C(=O)Nc1cccc([N+](=O)[O-])c1 (configuration not stated)
- RNase H inhibition: 11.0%
> Cc1ccccc1OCCNc1cc(N2CCCC2)ccc1[N+](=O)[O-]
- RNase H inhibition: 18.0%
> Cc1cc(Nc2ccc(F)cc2)n2c(nc3ccccc32)c1C#N
- RNase H inhibition: 13.0%
> c1ccc(SCCc2ccncc2)cc1
- RNase H inhibition: 7.0%

Next compounds
> COc1cccc(N2C(=O)NC(=O)/C(=C\c3cnc(-c4ccccc4)nc3)C2=O)c1
- RNase H inhibition: 11.0%
> CN=C1S/C(=C\c2ccc(I)o2)C(=O)N1C
- RNase H inhibition: 0.0%
> COc1ccccc1CNC(=O)CN(c1cccc([N+](=O)[O-])c1)S(=O)(=O)c1ccccc1
- RNase H inhibition: 6.0%
> N#CCCn1c(=S)oc2ccccc21
- RNase H inhibition: 1.0%
> CCC(=O)N1c2ccccc2NC2=C(C(=O)CC(C)(C)C2)C1c1ccc(N(CC)CC)cc1 (configuration not stated)
- RNase H inhibition: 14.0%
> COc1cccc(NC(=O)C(=O)NCc2ccc(C)cc2)c1
- RNase H inhibition: 9.0%
> Cc1cc(NS(=O)(=O)c2ccc(NC(=O)C(C)Oc3ccc(Cl)cc3Cl)cc2)no1 (configuration not stated)
- RNase H inhibition: 2.0%
> N#Cc1ccccc1N=Cc1ccccc1O
- RNase H inhibition: 1.0%
> CC1=C(C(=O)OCC2CCCO2)C(c2cccc(OCc3ccccc3)c2)NC(=O)N1 (configuration not stated)
- RNase H inhibition: 1.0%
> S=C(Nc1ccccc1)Nc1nc2c(s1)CCCC2
- RNase H inhibition: 26.0%

The closing five entries of the section above lead into the next:
> COc1cccc(NC(=O)C(=O)NCc2ccc(C)cc2)c1
- RNase H inhibition: 9.0%
> Cc1cc(NS(=O)(=O)c2ccc(NC(=O)C(C)Oc3ccc(Cl)cc3Cl)cc2)no1 (configuration not stated)
- RNase H inhibition: 2.0%
> N#Cc1ccccc1N=Cc1ccccc1O
- RNase H inhibition: 1.0%
> CC1=C(C(=O)OCC2CCCO2)C(c2cccc(OCc3ccccc3)c2)NC(=O)N1 (configuration not stated)
- RNase H inhibition: 1.0%
> S=C(Nc1ccccc1)Nc1nc2c(s1)CCCC2
- RNase H inhibition: 26.0%
> COc1cc(/C=N/NC(=O)/C(=C\c2ccccc2)NC(=O)c2ccccc2)cc(Br)c1O
- RNase H inhibition: 19.0%
> CCc1c(C)c(C#N)c2nc3ccccc3n2c1Nc1cccc(Cl)c1
- RNase H inhibition: 18.0%
> Cc1ccc(/C=C2/N=C(c3sc4ccccc4c3Cl)OC2=O)cc1
- RNase H inhibition: 11.0%
> CCOc1ccc(-c2cc(C(=O)Nc3nc(-c4ccc5ccccc5c4)cs3)c3ccccc3n2)cc1
- RNase H inhibition: 41.0%
> CCN(CC)CCNc1ccc([N+](=O)[O-])cc1Cl
- RNase H inhibition: 11.0%
> CCc1ccc(/C=C2/C(=O)NN(c3ccc(C)cc3)C2=O)cc1
- RNase H inhibition: 8.0%
> O=C1CN(C(=O)c2ccccc2)C(c2ccc(Cl)cc2Cl)N1O (configuration not stated)
- RNase H inhibition: 3.0%
> O=C(Nc1cccc(Cl)c1)N(N=C1CCCCC1)C(=O)c1ccccc1
- RNase H inhibition: 13.0%
> CCOC(=O)c1c(NC(=O)c2cccc(Cl)c2)sc(C(=O)Nc2ccc(OC)cc2OC)c1C
- RNase H inhibition: 0.0%
> CCOc1ccc(NC(=S)NC(=O)c2ccc(Br)cc2)c([N+](=O)[O-])c1
- RNase H inhibition: 18.0%

By substructure: the compounds so far with a cyano group (4)
> Cc1cc(Nc2ccc(F)cc2)n2c(nc3ccccc32)c1C#N
- RNase H inhibition: 13.0%
> N#CCCn1c(=S)oc2ccccc21
- RNase H inhibition: 1.0%
> N#Cc1ccccc1N=Cc1ccccc1O
- RNase H inhibition: 1.0%
> CCc1c(C)c(C#N)c2nc3ccccc3n2c1Nc1cccc(Cl)c1
- RNase H inhibition: 18.0%

Going on with the list.
> CC1(C)CC(=O)C2=C(C1)Nc1ccccc1NC2c1ccc(F)cc1 (configuration not stated)
- RNase H inhibition: 6.0%
> CCN(CC)CCCNC(=O)c1cc(C(=O)OC)cc([N+](=O)[O-])c1
- RNase H inhibition: 3.0%
> O=C(N/N=C/c1ccccc1[N+](=O)[O-])c1ccc(Br)cc1
- RNase H inhibition: 0.0%
> CCc1ccccc1N1C(=O)/C(=C/c2cn(CC(=O)OC)c3ccccc23)C(=O)NC1=S
- RNase H inhibition: 21.0%
> COCCNC(=O)c1ccc(CN(c2ccc(C)c(C)c2)S(C)(=O)=O)cc1
- RNase H inhibition: 4.0%
> COc1cccc(/C=C2/SC(=O)N(CNc3ccc(Br)cc3C)C2=O)c1
- RNase H inhibition: 58.0%*
> O=C(O)c1ccc2c(c1)C(=O)N(c1cc(C(=O)c3ccccc3C(=O)O)ccc1Cl)C2=O
- RNase H inhibition: 15.0%
> Cc1ccccc1-n1nnnc1C(c1ccccc1)N(C)Cc1ccccc1Cl (configuration not stated)
- RNase H inhibition: 1.0%
> O=C1N=C(N2CCCC2)CN1c1ccccc1
- RNase H inhibition: 13.0%
> CCN(CC)c1ccc(/C=N/NC(=O)c2ccc(C)cc2)cc1
- RNase H inhibition: 21.0%

> Cc1cc(N2C(=O)NC(=O)/C(=C\c3cc(Cl)ccc3O)C2=O)ccc1Br
- RNase H inhibition: 19.0%
> COc1ccc(OC)c(N/C=C(/C#N)c2nc(-c3ccc4c(c3)OCO4)cs2)c1
- RNase H inhibition: 19.0%
> CCOC(=O)c1c(NC(=O)/C(C#N)=C/c2ccccc2O)sc(C)c1C
- RNase H inhibition: 11.0%
> O=C1S/C(=C/c2ccc(Cl)c(Cl)c2)C(=O)N1c1ccccc1
- RNase H inhibition: 18.0%
> Cc1ccc(CSCCNC(=O)c2cccc([N+](=O)[O-])c2C)cc1
- RNase H inhibition: 6.0%
> O=C(O)C1CCN(C2CC(=O)N(c3cccc(Br)c3)C2=O)CC1 (configuration not stated)
- RNase H inhibition: 2.0%
> O=[N+]([O-])c1ccc(OCCCN2CCCC2)cc1
- RNase H inhibition: 17.0%
> CC1(C)CC(=O)C2=C(C1)Nc1ccccc1N1C(=O)c3ccccc3C21 (configuration not stated)
- RNase H inhibition: 13.0%
> COC(=O)C(=C/C=C/c1cccnc1)C(=O)OC
- RNase H inhibition: 18.0%
> NC(=O)c1c(NC(=O)c2ccc(Br)o2)sc2c1CCCC2
- RNase H inhibition: 14.0%

> Cc1ccc(-n2cnc(N=CN(C)C)c2C(=O)c2ccccc2)cc1
- RNase H inhibition: 8.0%
> COC(=O)c1c(C)oc2ccc(OC(=O)c3ccc(OC)c(OC)c3)cc12
- RNase H inhibition: 34.0%
> Cc1cccc(NC(=S)NC(=O)/C=C/c2ccccc2)n1
- RNase H inhibition: 12.0%
> Cc1c(NC(=S)NC(=O)c2oc3ccccc3c2C)cccc1-c1nc2ccccc2o1
- RNase H inhibition: 3.0%
> Cc1ccc(OCC(=O)Nc2ccc(C)c(Cl)c2)c(C)c1
- RNase H inhibition: 10.0%
> CCN(CC)C(=O)c1sc(NC(=O)c2c(OC)cccc2OC)c(C#N)c1C
- RNase H inhibition: 11.0%
> CCOC(=O)C1=C(C)NC(=O)NC1c1ccsc1 (configuration not stated)
- RNase H inhibition: 10.0%
> CCCC(C)C(=O)Nc1ccc(F)c(Cl)c1 (configuration not stated)
- RNase H inhibition: 12.0%
> O=C(N/N=C/c1ccccc1C(=O)O)c1ccccc1O
- RNase H inhibition: 2.0%
> COc1ccc(O)c(/C=N/c2sc(C)c(C)c2C#N)c1
- RNase H inhibition: 7.0%

> N/C(=N\OC(=O)/C=C/c1ccccc1)c1cccc([N+](=O)[O-])c1
- RNase H inhibition: 5.0%
> C=CCC/C(C)=N/NC(=S)Nc1cccc(C)c1
- RNase H inhibition: 0.0%
> COc1ccc(NC(=O)CSc2nc3ccccc3o2)c([N+](=O)[O-])c1
- RNase H inhibition: 3.0%
> COc1ccc(NC(=O)COc2ccccc2C(C)(C)C)c([N+](=O)[O-])c1
- RNase H inhibition: 7.0%
> Cc1ccc(O)c(/C=N/NC(=O)c2cccc(F)c2)c1
- RNase H inhibition: 17.0%
> O=C(Nc1ccc(NC(=O)c2cccs2)cc1)c1ccc(NC(=O)c2cccs2)cc1
- RNase H inhibition: 4.0%
> COC(=O)c1c(O)cn(-c2ccc(C)cc2)c1C
- RNase H inhibition: 3.0%
> CCn1c(-c2ccccc2Br)n[nH]c1=S
- RNase H inhibition: 5.0%
> O=C(Cc1ccccc1)NC(=S)Nc1ccccc1F
- RNase H inhibition: 1.0%
> COCCOC(=O)C1=C(C)NC(=O)NC1c1ccc(C)s1 (configuration not stated)
- RNase H inhibition: 8.0%

More structures follow.
molecule | RNase H inhibition
CCN(CC)S(=O)(=O)c1ccc(NC(=S)Nc2ccc(F)cc2)cc1 | 0.0%
O=C1NC(=O)N(c2cccc(F)c2)C(=O)/C1=C/c1cccn1-c1ccccc1 | 24.0%
O=C(O)CSc1n[nH]c(-c2ccncc2)n1 | 16.0%
Cc1cc(C)nc(NC(=O)c2cc([N+](=O)[O-])cc([N+](=O)[O-])c2)n1 | 9.0%
Cc1c(C(=O)N2CCN(c3ccc([N+](=O)[O-])cc3)CC2)cccc1[N+](=O)[O-] | 5.0%
c1cnc(N2CCN(Cc3ccc4ccccc4c3)CC2)nc1 | 17.0%
CSC1=C(C#N)C(c2ccc(OCc3ccccc3)cc2)CC(=O)N1 (configuration not stated) | 7.0%
N#Cc1ccc(NC(=O)/C=C\C(=O)O)cc1 | 2.0%
COC(=O)c1cc(NC(=O)CCCC(=O)O)cc(C(=O)OC)c1 | 2.0%
CCCC1CCc2c(sc(NC(=O)COc3ccc(Cl)cc3)c2C(N)=O)C1 (configuration not stated) | 0.0%
COc1cccc(C(=O)Nc2ccc(-c3nc4ccccc4o3)c(O)c2)c1 | 28.0%
COc1ccc2occ(C(=O)c3ccccc3Cl)c(=O)c2c1 | 11.0%
COc1ccccc1OCC(=O)N/N=C/c1c2ccccc2cc2ccccc12 | 7.0%
O=C(Nc1c(C(=O)N2CCN(Cc3ccccc3)CC2)cnn1-c1ccccc1)c1cccc(F)c1 | 6.0%
O=C(Nc1cc(Cl)c(Cl)cc1Cl)c1ccc(Br)cc1 | 13.0%
CCOc1cccc2sc(NC(=O)C(C)C)nc12 | 0.0%
Cc1ccc(S(=O)(=O)NC(Cc2ccccc2)C(=O)Nc2ccc(F)cc2)cc1 (configuration not stated) | 4.0%
CCN1C(=O)/C(=C\c2ccc(-c3ccc(OC)c(Cl)c3)o2)SC1=S | 12.0%
CS(=O)(=O)N(CC(=O)N1CCCCCC1)c1ccc(Cl)cc1 | 9.0%
Cc1n[nH]c(C)c1Sc1ccccc1N=Cc1cccc([N+](=O)[O-])c1 | 14.0%
CCC(=O)Oc1ccc2c(C)c(CC)c(=O)oc2c1C | 9.0%
O=C(O)Cn1nnc(-c2ccccc2Cl)n1 | 4.0%
O=C1C=CC(=NOC(=O)c2ccccc2)C=C1 | 8.0%
COc1ccc(C2CC(=O)C3=C(C2)Nc2ccccc2NC3c2ccc(O)cc2)cc1 (configuration not stated) | 6.0%
NNc1nc(Nc2ccc(Br)cc2)nc(OC(C(F)(F)F)C(F)(F)F)n1 | 5.0%
NNc1nc2sc3c(c2c(=O)n1Cc1ccccc1)CCCC3 | 9.0%
Cn1c(O)c(C=Nc2ccccc2Oc2ccccc2)c(=O)n(C)c1=O | 17.0%
CCCOc1ccc(N2C(=O)CC(Nc3ccc(OC(F)(F)F)cc3)C2=O)cc1 (configuration not stated) | 4.0%
CCC(C)Sc1nc(O)c(Cc2ccccc2)c(=O)[nH]1 (configuration not stated) | 10.0%
Cc1ccc(C)c(-c2csc(Nc3ccc(Cl)cc3)n2)c1 | 20.0%
COc1cc(OC)c(OC)cc1CN1CCN(Cc2cc(OC)c(OC)cc2Br)CC1 | 5.0%
Cc1ccn2c(-c3csc(NCc4ccccc4)n3)c(C)nc2c1 | 17.0%
Cc1ccsc1/C=C(\C#N)c1nc(-c2cccc([N+](=O)[O-])c2)cs1 | 18.0%
O=C(N/N=C\c1ccccc1O)c1cc(-c2ccccc2)nc2ccccc12 | 24.0%
Cc1cc(OCC(=O)N/N=C/c2cccc([N+](=O)[O-])c2)c(C(C)C)cc1Br | 5.0%
Cc1cc(C)c(NC(=O)C2CCCN2Cc2ccccc2)c(C)c1 (configuration not stated) | 8.0%
O=C(CSc1nnc(CCCN2C(=O)c3cccc4cccc(c34)C2=O)n1-c1ccccc1)NCCCn1ccnc1 | 2.0%

Some values from above:
For RNase H inhibition, O=C(CSc1nnc(CCCN2C(=O)c3cccc4cccc(c34)C2=O)n1-c1ccccc1)NCCCn1ccnc1 is listed with 2.0%
For RNase H inhibition, Cc1ccsc1/C=C(\C#N)c1nc(-c2cccc([N+](=O)[O-])c2)cs1 is listed with 18.0%

Screening data: PubChem BioAssay, MTDP
